Screening results deposited in PubChem BioAssay by several laboratories.
PHOSPHO1 inh: PHOSPHO1 (human) inhibition; Q8TCT1; recombinant PHOSPHO1, absorbance phosphatase assay; inhibition, % at 13.3 µM; 290,000 tested, 1.1% active; AID 1565; in the data active = inhibition above about 60%
Target sequence (Q8TCT1 whole entry, looked up): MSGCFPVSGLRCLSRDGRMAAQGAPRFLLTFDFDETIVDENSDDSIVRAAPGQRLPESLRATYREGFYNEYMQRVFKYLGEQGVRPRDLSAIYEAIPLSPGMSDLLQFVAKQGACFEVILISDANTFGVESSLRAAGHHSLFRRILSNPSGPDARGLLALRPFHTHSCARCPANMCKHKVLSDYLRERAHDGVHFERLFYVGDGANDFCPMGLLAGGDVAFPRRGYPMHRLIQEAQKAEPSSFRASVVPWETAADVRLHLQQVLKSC
OXTR agonist: agonists of human oxytocin receptor. P30559. CHO-OTR cells, Fluo-8 calcium fluorescence; normalized: DMSO 0%, oxytocin 100%. activation, % at 3 µM. 320,000 tested, 0.32% active. AID 2435;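 active = activation above the mean of all tested compounds plus 3 SD, cutoff set per screening run, cut at about 20% in these data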;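 note: peak over basal fluorescence ratio from a 100 s FLIPR kinetic read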
GPR7 antagonist: antagonists of human GPR7 (neuropeptides B/W receptor 1); GPR7-expressing cells, fluorescence antagonist assay; inhibition, % at 4.4 µM; 290,000 tested, 1.1% active; AID 1861; in the data active = inhibition above about 16%, passing the limit was not always enough;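 note: cells stimulated with the agonist NPW; 0% = agonist with vehicle and 100% = vehicle without agonist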
Target sequence (P48145 whole entry, looked up): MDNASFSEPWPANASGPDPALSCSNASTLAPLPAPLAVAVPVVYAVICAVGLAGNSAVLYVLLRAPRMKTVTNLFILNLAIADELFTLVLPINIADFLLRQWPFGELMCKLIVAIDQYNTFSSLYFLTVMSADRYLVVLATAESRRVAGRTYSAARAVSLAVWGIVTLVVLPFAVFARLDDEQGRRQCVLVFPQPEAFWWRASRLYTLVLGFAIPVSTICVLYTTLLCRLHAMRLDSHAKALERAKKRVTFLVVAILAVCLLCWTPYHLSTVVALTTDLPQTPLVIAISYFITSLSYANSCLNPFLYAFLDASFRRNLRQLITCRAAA
M18AAP inhibitor: blocks P. falciparum M18 aspartyl aminopeptidase | recombinant PfM18AAP, H-Glu-NHMec fluorogenic cleavage | inhibition, % at 7.35 µM | 290,000 tested, 1.2% active;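 active = inhibition above the campaign mean inhibition over all tested compounds plus 3 SD, cut at about 28% in these data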;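 note: 0% = plate median of test compound wells and 100% = 2 mM ZnCl2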
DNA FID counter: displaces DNA intercalator in HCV helicase counter-screen; DNA fluorescent intercalator displacement, fluorescence; inhibition, % at 7.9 µM; 290,000 tested, 0.17% active; in the data active = inhibition above about 37%;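 note: 0% = vehicle and 100% = reference compound; higher means more ethidium bromide displaced from hairpin DNA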
MEKK2wt PB1 HTS: raises or lowers MEK5 binding to wildtype human MEKK2 PB1 domain. AID 1531. 290,000 tested, 1.1% active. bead flow cytometry, Alexa488-MEK5 binding to MEKK2 WT; actives lie on both sides. binding response (% of control), % at 10 µM. Q9Y2U5; in the data active = binding response below about 67% or above about 130%
MEKK2mut PB1 HTS: signal of MEK5 binding to mutant human MEKK2 PB1 domain | bead flow cytometry, Alexa488-MEK5 binding to MEKK2 mutant | percent response, % at 10 µM | 290,000 tested, 0.35% active | AID 1530; in the data active = percent response above about 24%, passing the limit was not always enough; note: inactives centre near 1; some results filed as inactive read as strong as hits; reference of the scale not given here
MEKK3 PB1 HTS: modulators (inhibitors or enhancers) of MEK5 binding to human MEKK3 PB1 domain | bead-based flow cytometry, Alexa488-MEK5 binding to MEKK3; actives lie on both sides; 0 = blocked by unlabeled MEK5, 100 = vehicle | binding response (% of control), % at 10 µM | 290,000 tested, 1.4% active | AID 1529;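 active = binding response more than 3 SD above or below the average of its plate-row segment, actives on both sides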;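 note: Alexa488 bead fluorescence after subtracting the streptavidin-only scavenger bead signal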
NALP1 inh: inhibitors of NALP1 inflammasome in yeast; S. cerevisiae NALP1/ASC/caspase-1 growth, X-gal OD620, 72 h; inhibition, % at 10 µM; 280,000 tested, 0.61% active; AID 2071; in the data active = inhibition mostly above about 24%, no sharp cut-off; inactive = mostly below about 32%; note: some compounds called inactive have numbers as strong as hits
The depositor's hits bear a star; nt = no result given; + = active, no number.

No.	compound	PHOSPHO1 inh	OXTR agonist	GPR7 antagonist	M18AAP inhibitor	DNA FID counter
1	COc1cc2c(cc1OC)C(c1cc(OC)c(OC)cc1[N+](=O)[O-])N(C(C)=O)CC2 (stereo not given)	20	0.5	-9	-136	-11
2	Cc1cc(C)c(C)c(S(=O)(=O)N2CCSCC2)c1C	36	-1.6	-22	-12	-11
3	CCC(Cc1ccccc1)n1c(=S)[nH]c2ccccc2c1=O (stereo not given)	9	-0.2	-23	1	-5
4	CCCc1cc(C(=O)Nc2cc(Cl)ccc2O)no1	24	-0.1	11	5	0
5	CC(=O)c1c(N2CCN(C(=O)c3ccco3)CC2)nc(=S)n(-c2ccccc2)c1C	12	0.1	-3	-4	-8
6	COC(=O)CCC(=O)Nc1ccc(NC(C)=O)cc1	-2	1.8	-11	-1	1
7	O=C(NNC(=O)C1CCCN(S(=O)(=O)c2cccc(F)c2)C1)C1CC1 (stereo not given)	43	0.0	-3	-1	2
8	CC(=O)c1ccc(NC(=O)Nc2ccncc2)cc1	15	1.3	-19	-3	-3
9	O=c1cc2c(nn1Cc1ccccc1Cl)-c1ccccc1CC2	3	-1.8	8	-1	-30
10	CC1CCc2cc(F)ccc2N1C(=O)CSc1nnc2c(n1)[nH]c1ccc(F)cc12 (stereo not given)	40	-0.7	-5	-16	3
11	COCCCNC(=O)C1CCC(CNS(=O)(=O)c2ccc(OC)cc2)CC1 (stereo not given)	-16	-0.1	-8	0	-17
12	COc1ccc(CN(C)CC(=O)Nc2c(C)cccc2C)c(OC)c1	53	-0.8	7	-7	-2
13	CC(C)CCn1c(N2CCCC2)nc2c1c(=O)n(C)c(=O)n2C	30	-2.2	-9	-5	-31
14	C/C(=N/OC(=O)C1CC1)c1cc(-c2ccc(Cl)cc2)no1	50	-3.0	-19	2	-10
15	O=C(NC1CCCCCC1)c1ccco1	54	0.5	-10	4	-19

No.	MEKK2wt PB1 HTS	MEKK2mut PB1 HTS	MEKK3 PB1 HTS	NALP1 inh
1	102	1	102	20
2	103	8	105	12
3	nt	+	136*	6
4	101	6	101	12
5	104	5	102	-16
6	nt	nt	nt	-12
7	81	-45	89	-5
8	108	7	104	-1
9	106	3	108	11
10	96	-2	93	-14
11	105	2	103	-6
12	102	-3	105	0
13	111	13	109	13
14	106	13	105	9
15	105	6	104	-8

(next part)
No.	compound	PHOSPHO1 inh	OXTR agonist	GPR7 antagonist	M18AAP inhibitor	DNA FID counter
16	COc1ccc(C2C(=O)c3ccccc3C2=O)cc1	-4	0.4	7	-5	-3
17	CC(C)CCN(C(=O)c1csnn1)C(C(=O)NC1CCCCC1)c1ccc(F)cc1 (stereo not given)	37	-1.0	22	-12	-27
18	CCOC(=O)C[C@H]1c2ccccc2S(=O)(=O)N1Cc1cc(OC)c(OC)c(OC)c1	nt	-0.6	nt	nt	nt
19	CN(C)S(=O)(=O)N1CCN(c2ccccc2)CC1	-9	-0.5	-9	-6	-14
20	O=S(=O)(Nc1nc2ccccc2nc1Nc1ccc2c(c1)OCO2)c1ccc(F)cc1	-29	2.3	-5	-1	0
21	FC(F)c1nnc2ccc(Cl)nn12	20	0.4	-10	1	1
22	N#C/C(=N\Nc1c(Cl)cccc1Cl)C(=O)NN	8	-1.0	-6	11	4
23	Brc1ccccc1/C=N/Nc1ccccn1	15	-2.1	-1	3	0
24	COc1ccc(C(=O)CSc2nnc(NC(=O)C3CC(=O)N(c4ccccc4)C3)s2)cc1 (stereo not given)	-9	2.7	1	-4	-2
25	O=C(Nn1cnnc1)c1ccc(OC(F)(F)C(F)C(F)(F)F)cc1 (stereo not given)	33	1.1	0	38*	-15
26	O=C(CSc1nnc(-c2ccco2)o1)c1ccc(F)c(F)c1	39	-2.2	-3	3	-2
27	COc1ccc(CCNC(=O)c2cc(-c3ccc4c(c3)OCO4)on2)cc1OC	-17	0.5	-10	3	3
28	O=C1c2cccc3cccc(c23)C(=O)N1c1ccncc1	-11	1.4	-4	-3	0
29	COc1ccc(NC(=O)CSc2nnnn2C)c([N+](=O)[O-])c1	-15	0.0	-4	0	0
30	O=c1c2cccc3c2c(nn1CN1CCOCC1)-c1ccccc1-3	30	-1.6	-8	-2	-3

No.	MEKK2wt PB1 HTS	MEKK2mut PB1 HTS	MEKK3 PB1 HTS	NALP1 inh
16	96	3	88	18
17	95	-4	95	9
18	101	-1	103	nt
19	102	6	104	14
20	119	13	98	20
21	97	-3	98	-13
22	112	6	119	-15
23	94	-5	97	-18
24	105	1	136*	18
25	108	3	101	26
26	99	1	98	6
27	103	5	102	5
28	105	0	95	-14
29	91	-8	91	15
30	98	-6	106	28

The results go on.
No.	compound	PHOSPHO1 inh	OXTR agonist	GPR7 antagonist	M18AAP inhibitor	DNA FID counter
31	COc1ccc(CCNCc2ccc(OCc3ccc(Cl)nc3)c(OC)c2)cc1OC	10	7.9	4	-7	14
32	Cc1nc2cc(NC(=O)N3CCCCC3)ccc2n1C	2	0.3	-7	-7	1
33	COc1ccc(NC(=O)N2CCN(C(=O)c3ccco3)CC2)c(OC)c1	28	0.1	-15	-6	-6
34	CC(C)(C)NC(=O)COC(=O)c1snc(C(=O)NC2CCCCC2)c1N	10	8.8	9	4	-28
35	Cc1ccc(NC(=S)N2CCN(Cc3ccccc3)CC2)c(C)c1	-9	0.1	-4	-10	1
36	CC1(C)CC(NS(=O)(=O)c2ccccc2)CC(C)(C)N1	-28	1.1	1	1	-3
37	O=C(O)CC(NS(=O)(=O)Cc1ccccc1)c1cccc([N+](=O)[O-])c1 (stereo not given)	33	nt	2	1	-4
38	NC(=O)c1nn(-c2ccccc2)nc1NC(=O)CN1CCOCC1	20	-0.8	-13	-6	-5
39	O=C(Cc1ccc(-c2ccccc2)cc1)NCc1cccnc1	-25	1.1	9	7	-1
40	OCCC1CN(Cc2nc3ccccc3[nH]2)CCN1C1CCCC1 (stereo not given)	37	1.7	-9	2	4
41	O=C1CCCC(=O)C1=C1SCCS1	6	0.2	-11	2	-2
42	Cc1ccc(N/C=C/C(=O)c2sc(-c3ccccc3)nc2C)cc1	15	0.7	-17	-1	-3
43	Cc1nnc(SCc2c(Cl)cccc2Cl)n(N)c1=O	2	-0.7	4	11	-8
44	Brc1ccc(-c2cn3ccccc3n2)cc1	-3	-2.6	-2	-2	-2
45	Cc1ccc(CNC(=O)C(OC(=O)c2cccs2)C(C)C)cc1 (stereo not given)	19	-1.0	-3	-2	-31

No.	MEKK2wt PB1 HTS	MEKK2mut PB1 HTS	MEKK3 PB1 HTS	NALP1 inh
31	108	6	103	20
32	105	4	101	-6
33	102	4	101	8
34	89	-2	89	7
35	107	-2	109	20
36	105	6	104	24
37	101	-2	97	12
38	104	-1	109	nt
39	79	-16	78	14
40	87	-9	97	-1
41	95	-1	101	20
42	87	-2	98	-2
43	92	-3	89	-10
44	74	-8	89	13
45	99	-3	101	6

Carrying on.
No.	compound	PHOSPHO1 inh	OXTR agonist	GPR7 antagonist	M18AAP inhibitor	DNA FID counter
46	COc1cccc2cc(C(=O)Nc3ccc(F)cc3)c(=Nc3ccc(C(=O)O)cc3)oc12	20	1.1	-16	2	0
47	CCc1ccc(Nc2nc(C)cc(C)c2C(N)=O)cc1	25	0.1	-7	-1	-3
48	CCc1cccc(NC(=O)C2CCCN2C(=O)Nc2ccc(C)cc2)c1 (stereo not given)	26	0.3	-19	-8	-4
49	CN(C)c1ccc(C(=O)NCCCSc2ccccc2)cc1	14	0.5	1	7	-28
50	COc1cccc(-c2noc(-c3cccs3)n2)c1	-10	-1.1	-4	-1	7

No.	MEKK2wt PB1 HTS	MEKK2mut PB1 HTS	MEKK3 PB1 HTS	NALP1 inh
46	109	11	106	4
47	101	4	104	0
48	100	-2	102	15
49	108	6	103	9
50	100	-2	99	7

15 compounds already listed, sorted by SMILES length, lowest first.
No.	compound	PHOSPHO1 inh	OXTR agonist	GPR7 antagonist	M18AAP inhibitor	DNA FID counter
41	O=C1CCCC(=O)C1=C1SCCS1	6	0.2	-11	2	-2
44	Brc1ccc(-c2cn3ccccc3n2)cc1	-3	-2.6	-2	-2	-2
50	COc1cccc(-c2noc(-c3cccs3)n2)c1	-10	-1.1	-4	-1	7
43	Cc1nnc(SCc2c(Cl)cccc2Cl)n(N)c1=O	2	-0.7	4	11	-8
49	CN(C)c1ccc(C(=O)NCCCSc2ccccc2)cc1	14	0.5	1	7	-28
39	O=C(Cc1ccc(-c2ccccc2)cc1)NCc1cccnc1	-25	1.1	9	7	-1
40	OCCC1CN(Cc2nc3ccccc3[nH]2)CCN1C1CCCC1 (stereo not given)	37	1.7	-9	2	4
36	CC1(C)CC(NS(=O)(=O)c2ccccc2)CC(C)(C)N1	-28	1.1	1	1	-3
38	NC(=O)c1nn(-c2ccccc2)nc1NC(=O)CN1CCOCC1	20	-0.8	-13	-6	-5
42	Cc1ccc(N/C=C/C(=O)c2sc(-c3ccccc3)nc2C)cc1	15	0.7	-17	-1	-3
48	CCc1cccc(NC(=O)C2CCCN2C(=O)Nc2ccc(C)cc2)c1 (stereo not given)	26	0.3	-19	-8	-4
33	COc1ccc(NC(=O)N2CCN(C(=O)c3ccco3)CC2)c(OC)c1	28	0.1	-15	-6	-6
34	CC(C)(C)NC(=O)COC(=O)c1snc(C(=O)NC2CCCCC2)c1N	10	8.8	9	4	-28
37	O=C(O)CC(NS(=O)(=O)Cc1ccccc1)c1cccc([N+](=O)[O-])c1 (stereo not given)	33	nt	2	1	-4
46	COc1cccc2cc(C(=O)Nc3ccc(F)cc3)c(=Nc3ccc(C(=O)O)cc3)oc12	20	1.1	-16	2	0

No.	MEKK2wt PB1 HTS	MEKK2mut PB1 HTS	MEKK3 PB1 HTS	NALP1 inh
41	95	-1	101	20
44	74	-8	89	13
50	100	-2	99	7
43	92	-3	89	-10
49	108	6	103	9
39	79	-16	78	14
40	87	-9	97	-1
36	105	6	104	24
38	104	-1	109	nt
42	87	-2	98	-2
48	100	-2	102	15
33	102	4	101	8
34	89	-2	89	7
37	101	-2	97	12
46	109	11	106	4
